Epigenetic derep = epigenetic control regulation, reporter derepression; AID 1865; actives 0.2% (n = 280,000); murine LDR cells, GFP reporter derepression, 30 h; Potency, µM (series often up to 53.9 µM), without a hit: top-dose GFP activation, actives largely listed as activators; note: % of control where 0% means no effect; nearly all actives have a fitted effect of over 60% in size
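Derepression of a silenced CMV-GFP reporter in murine LDR cells is scored by enumerating GFP-positive cells with a laser-scanning microplate cytometer after 30 hours of treatment at 37 C.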
NPSR antag = neuropeptide S receptor (human) antagonism, cAMP. Q6W5P4. AID 1461. Potency, µM (titrated, usually from 38.3 µM), without a hit: at the top dose activity change, negative = inhibition, hits mostly inhibitors. actives 1% (n = 220,000). CHO-NPSR cells, cAMP TR-FRET, antagonist mode; note: % is set by controls: 0 for no effect and ±100 for the full control effect; nearly all actives have a fitted effect of over 50% in size; many of its hits are not listed in these tables
GAA glycogen = GAA glycogen-cleavage inhibition or activation. Potency, µM (titrated, usually from 76.4 µM), without a hit: at the highest dose activity change, negative = inhibition, most hits filed as inhibitors. recombinant GAA, glycogen substrate, Amplex Red glucose oxidase fluorescence. AID 2100. actives 0.38% (n = 300,000);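 note: 0% = full enzyme reaction and -100% = no-enzyme basal signal; the screen sought inhibitors and activators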
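Recombinant enzyme (4 nM final) with compounds titrated up to 77 uM and bovine liver glycogen (30 ug) in citrate pH 5.0, 0.01% Tween-20, 37 C 40 min. Released glucose detected by Amplex Red/glucose oxidase (Ex 573/Em 610); AC50 from Hill fits.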
GAA spleen mod = lysosomal alpha-glucosidase (human) modulation. human spleen homogenate, 4-MU-alpha-glucoside fluorescence. Potency, µM (series often up to 79.9 µM), without a hit: top-dose activity change, negative = inhibition, most hits filed as inhibitors. P10253. AID 2112. actives 0.006% (n = 240,000);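 note: 0% = enzyme with vehicle and -100% = no enzyme basal signal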
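Compounds were titrated against alpha-glucosidase in spleen homogenate at pH 5.0, with 1 mM 4-methylumbelliferyl substrate for 40 min at 37 C. Reactions were quenched with pH 10 NaOH/glycine and fluorescence measured.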
Tau fluor counter = counter-screen for tau fibril formation inhibitors | tau K18 P301L Alexa594 fluorescence, heparin fibrillization | Potency, µM (series often up to 57.7 µM), without a hit: at the top dose activity change, negative = decrease | actives 0.93% (n = 280,000); note: % is set by controls: 0 for no effect and ±100 for the full control effect; nearly all actives have a fitted effect of over 55% in size
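Human tau K18 P301L (15 uM unlabeled, 0.24 uM Alexa 594-labeled) in 100 mM sodium acetate pH 7 with 20 uM heparin, 6 hr at 37 C. ThT 30 uM added, 1 hr ambient; Alexa 594 FP and total fluorescence read at 555/632 nm.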
ALDH1A1 inh = ALDH1A1 (human) enzyme inhibition | Potency, µM (top dose mostly 75.3 µM), without a hit: at the highest dose activity, negative = inhibition, usual class: inhibitors | actives 7.3% (n = 220,000) | Purified ALDH1A1, NADH fluorescence, propionaldehyde substrate | P00352; active = well fitted inhibition curve with a large enough effect, not every such curve was filed as active; inconclusive = small, poorly fitted or top-dose-only effect, or another doubt; inactive = no such curve, though single readings can be large or run the other way;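 note: plate controls were no enzyme wells and a reference inhibitor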
Target sequence (P00352 whole entry, looked up): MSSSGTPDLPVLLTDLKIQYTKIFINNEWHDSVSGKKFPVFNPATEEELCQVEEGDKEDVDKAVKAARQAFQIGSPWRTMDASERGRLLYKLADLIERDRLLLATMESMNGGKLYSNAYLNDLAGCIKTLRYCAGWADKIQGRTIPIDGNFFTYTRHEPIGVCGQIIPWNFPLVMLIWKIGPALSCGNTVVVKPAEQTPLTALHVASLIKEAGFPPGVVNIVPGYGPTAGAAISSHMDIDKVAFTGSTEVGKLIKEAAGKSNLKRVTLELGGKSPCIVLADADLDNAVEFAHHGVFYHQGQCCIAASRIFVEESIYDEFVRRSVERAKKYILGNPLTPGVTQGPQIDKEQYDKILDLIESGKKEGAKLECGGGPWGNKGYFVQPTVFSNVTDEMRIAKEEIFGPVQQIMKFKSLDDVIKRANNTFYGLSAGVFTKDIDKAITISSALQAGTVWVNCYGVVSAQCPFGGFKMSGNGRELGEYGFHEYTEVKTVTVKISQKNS
GAA inhib = blocks human lysosomal alpha-glucosidase. P10253. purified human GAA, 4-MU-alpha-glucoside fluorescence. Potency, µM (titrated, usually from 76.9 µM), without a hit: at the top dose activity change, negative = inhibition, actives largely listed as inhibitors. actives 0.005% (n = 200,000). AID 1466;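 note: plate controls were uninhibited enzyme wells for no effect and no-enzyme background for full effect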
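Human alpha-glucosidase, 4 nM, pre-mixed with test compounds before 400 uM 4-methylumbelliferyl substrate; 20 min room temperature at pH 5.0. Fluorescence read after pH 10 stop; AC50 values from Hill-equation fits.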
GLA spleen mod = inhibits or activates alpha-galactosidase in human spleen homogenate; human spleen homogenate, 4MU-alpha-Gal fluorescence, 40 min; Potency, µM (doses to about 80 µM), for inactives: at the top dose activity change, negative = inhibition, usual class: inhibitors; P06280; actives 0.008% (n = 240,000);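 note: 0% = enzyme with vehicle and -100% = no enzyme basal signal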
Target sequence (P06280 32-429 limits assumed): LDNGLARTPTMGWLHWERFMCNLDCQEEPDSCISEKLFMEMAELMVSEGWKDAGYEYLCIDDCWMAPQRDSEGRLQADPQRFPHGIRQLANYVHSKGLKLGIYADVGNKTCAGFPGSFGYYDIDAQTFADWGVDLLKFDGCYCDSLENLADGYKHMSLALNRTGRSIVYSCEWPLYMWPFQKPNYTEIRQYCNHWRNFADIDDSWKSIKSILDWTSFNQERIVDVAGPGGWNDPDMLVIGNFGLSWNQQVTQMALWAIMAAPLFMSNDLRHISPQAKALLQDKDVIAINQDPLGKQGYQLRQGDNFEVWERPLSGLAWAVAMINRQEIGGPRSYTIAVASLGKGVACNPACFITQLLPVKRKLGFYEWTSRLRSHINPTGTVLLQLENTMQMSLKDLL
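Human spleen homogenate (1 ug) was the enzyme source, with 4-methylumbelliferyl-alpha-D-galactopyranoside (1 mM final) in pH 5.0 citrate buffer with 0.01% Tween-20. Compounds were titrated; after 40 min at 37C, NaOH/glycine stop, 4-MU fluorescence read; AC50 from Hill fits.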
An asterisk follows results filed as active; ? = inconclusive; . = not tested or not shown; [ ] = another dose, or the depositor's remark. Unless noted, calls come from the whole dose curve; as a rule, active = well fitted curve in the direction sought with a large enough effect; inconclusive = small, poorly fitted or top-dose-only effect, or another doubt; inactive = no such curve, though single readings can be large; an effect the other way counts as inactive or inconclusive. Potency is the fitted concentration of half-maximal effect. The list is partial; count on the stated rates, not on these rows.

SMILES	Epigenetic derep	NPSR antag	GAA glycogen	GAA spleen mod	Tau fluor counter	ALDH1A1 inh	GAA inhib	GLA spleen mod
COC(=O)C1=C(C)NC(C)=C([N+](=O)[O-])[C@H]1c1ccccc1C(F)(F)F	0.4%	.	.	-3%	-28%	-3%	.	-13%
COc1ccc(Cn2nnnc2C(c2cccs2)N2CCCCCC2)cc1 (stereo unspecified)	-1.1%	-29%[46.1 µM]	-3%	-8%	-20%	13µM*	?	-4%
CN(C)/C=N/c1nc2nccc(-c3cccs3)n2n1	-0.5%	-3%	-6%	12%	-1%	?	?	?
Cc1ccc(C(=O)N[C@H](C(=O)OCC(=O)c2ccc[nH]2)C(C)C)cc1	-0.9%	4%	14%	-9%	4%	15%	-7%	-12%
Cn1c(N)c(C(=O)COC(=O)c2cncc(Br)c2)c(=O)n(C)c1=O	-0.2%	4%	5%	-1%	-20%	11µM*	-2%	1%
CCCn1c(=O)c(C(=O)Nc2ccccc2)c(O)c2ccccc21	1.2%	-17%[46.1 µM]	1%	2%	-11%	?	-5%	8%
CCOC(=O)C(NC(=O)OC(C)C)(Nc1nccs1)C(F)(F)F (stereo unspecified)	-1.1%	0%[46.1 µM]	3%	0%	4%	16%	2%	?
Cc1cccc(Nc2nc3c(c(=O)n(C)c(=O)n3C)n2CC(O)CO)c1 (stereo unspecified)	-1.7%	?	-12%	-14%	-2%	11%	1%	-5%
CC1(C)CC(CCC(=O)Nc2ccc(S(N)(=O)=O)cc2)C(=O)O1 (stereo unspecified)	5.3%	4%[7.67 µM]	-7%	-1%	-4%	5%	-1%	8%
O=C(Cn1c2c(c(=O)n3ncnc13)CCC2)N/N=C/c1cccs1	-0.9%	-3%	4%	6%	-8%	.	.	8%
COC(=O)c1ccc(COC(=O)c2[nH]c(C)c(C(C)=O)c2C)o1	1.7%	-13%[46.1 µM]	-10%	1%	-5%	-11%	7%	1%
Cc1cccc(OCC(=O)Nc2ccc(C(=O)NCc3cccnc3)cc2)c1	0.0%	-2%[46.1 µM]	14%	-5%	3%	-10%	-4%	0%
CCOc1ccc(N(CC(=O)NC2CCCC2)C(=O)CCCC(=O)Nc2ccccn2)cc1	-1.0%	-2%[46.1 µM]	2%	0%	-10%	6%	0%	-13%
O=C(NNC1=Nc2ccccc2SC1)c1cccc([N+](=O)[O-])c1	-0.6%	-32%	-1%	4%	-20%	.	.	5%
O=C(CSc1ncn(-c2ccccc2)n1)Nc1ccc(Br)cn1	-2.1%	-12%[46.1 µM]	-6%	-11%	-19%	?	-3%	-4%
Cn1c(COc2ccccc2)nnc1SCCN1CCOCC1	-0.7%	5%[46.1 µM]	2%	-1%	6%	?	-4%	0%
Cc1ccccc1[C@@H]1C(C#N)=C(N)S[C@H]1C(=O)c1ccccc1	-0.2%	0%[46.1 µM]	21%	1%	?	?	-6%	7%
CCc1cc(=O)oc2cc3occ(-c4ccc(OC)c(F)c4)c3cc12	3.2%	17%[46.1 µM]	-6%	7%	-17%	-9%	11%[15.4 µM]	11%
O=C(C1CCN(S(=O)(=O)c2ccc(Cl)cc2)CC1)N1CCOCC1	-1.5%	-25%[46.1 µM]	3%	-10%	1%	-2%	-9%	-7%
CCCCNS(=O)(=O)c1ccc2nc(SCC(=O)c3ccccc3OC)[nH]c2c1	-0.2%	-23%[46.1 µM]	0%	2%	?	?	-14%	-1%
O=C(Nc1ccccc1C(F)(F)F)N1CCN(C(c2ccccc2)c2ccccc2)CC1	-8.9%	-14%[46.1 µM]	2%	-1%	0%	1%	0%	-3%
CN1CCC(=NNC(=O)c2cc(-c3ccc(Cl)cc3)n[nH]2)CC1	0.0%	-7%	3%	-5%	-12%	-10%	-8%[15.4 µM]	2%
Cc1ccc(C)c(Oc2cc(NC(=O)CCCn3nc(C)c([N+](=O)[O-])c3C)cc([N+](=O)[O-])c2)c1	-2.1%	?	0%	-7%	-2%	-13%	-1%	-2%
Cc1ccc(OCC(=O)Nc2cccc(O)c2)cc1C	0.9%	-11%[46.1 µM]	3%	2%	-3%	?	-10%	23%
O=C(C1CCC(Cn2c(=S)[nH]c3ccccc3c2=O)CC1)N1CCN(c2ccccn2)CC1 (stereo unspecified)	11%	-3%	-14%	5%	?	?	-2%	6%
CCN(C(=O)CN1CCN(c2cccc(C(F)(F)F)c2)CC1)c1c(N)n(Cc2ccccc2)c(=O)[nH]c1=O	2.0%	-7%	3%	3%	-16%	?	-2%	-1%
O=[N+]([O-])c1ccc(C(O)C23CN4CN(CN(C4)C2)C3)cc1 (stereo unspecified)	-1.2%	11%	4%	.	5%	11%	-10%	0%
Nc1nc(CSc2nnc(-c3cccc(F)c3)n2-c2ccccc2)nc(N2CCOCC2)n1	0.0%	-3%	3%	-6%	8%	0%	-6%	12%
O=[N+]([O-])c1ccc(N2CCCCC2)cn1	-1.3%	1%	-3%	-2%	1%	1%	5%	2%
O=C(O)CSc1nnc(-c2ccccc2O)n1Cc1ccccc1	-0.7%	-23%[46.1 µM]	2%	-7%	-8%	4%	1%	-6%
CCCn1c(NCc2ccc3c(c2)OCO3)nc2ccccc21	0.0%	-10%[46.1 µM]	0%	2%	-6%	11%	-2%	1%
CCc1ccc(-c2cn(-c3nc(C)cc(C)n3)c(=N)o2)cc1	0.0%	-29%[46.1 µM]	3%	-2%	?	?	10%	-7%
COc1c(Br)cc(Br)cc1/C=C1/C(=O)N=C(N)N1C	-0.1%	8%	-1%	2%	-7%	11%	-2%	-7%
CN(C)CCCN(Cc1ccccc1)C(=S)Nc1cccc(C(F)(F)F)c1	-0.9%	-1%[46.1 µM]	-7%	-29%	-10%	-4%	?	-14%
O=C(/C=C/c1ccccc1)Oc1ccc(C(=S)N2CCOCC2)cc1	3.7%	12%	1%	-3%	-14%	5%	-1%	-4%
CCO[C@@H]1OC(C(=O)NCc2nc3ccccc3[nH]2)=C[C@H](C2CCCCC2)[C@H]1CCCO	-1.5%	16%	-13%	4%	-12%	-1%	.	3%

In the list so far, two have a Cl atom.
SMILES	Epigenetic derep	NPSR antag	GAA glycogen	GAA spleen mod	Tau fluor counter	ALDH1A1 inh	GAA inhib	GLA spleen mod
O=C(C1CCN(S(=O)(=O)c2ccc(Cl)cc2)CC1)N1CCOCC1	-1.5%	-25%[46.1 µM]	3%	-10%	1%	-2%	-9%	-7%
CN1CCC(=NNC(=O)c2cc(-c3ccc(Cl)cc3)n[nH]2)CC1	0.0%	-7%	3%	-5%	-12%	-10%	-8%[15.4 µM]	2%

Single values from above:
`O=C(CSc1ncn(-c2ccccc2)n1)Nc1ccc(Br)cn1` in NPSR antag = -12%[46.1 µM]
`Cn1c(COc2ccccc2)nnc1SCCN1CCOCC1` in Tau fluor counter = 6%

One compound at a time, as listed above:
`CCCn1c(NCc2ccc3c(c2)OCO3)nc2ccccc21` is listed with Epigenetic derep = 0.0%; NPSR antag = -10%[46.1 µM]; GAA glycogen = 0%; GAA spleen mod = 2%; Tau fluor counter = -6%; ALDH1A1 inh = 11%; GAA inhib = -2%; GLA spleen mod = 1%
`Nc1nc(CSc2nnc(-c3cccc(F)c3)n2-c2ccccc2)nc(N2CCOCC2)n1` is listed with Epigenetic derep = 0.0%; NPSR antag = -3%; GAA glycogen = 3%; GAA spleen mod = -6%; Tau fluor counter = 8%; ALDH1A1 inh = 0%; GAA inhib = -6%; GLA spleen mod = 12%

(further entries)
SMILES	Epigenetic derep	NPSR antag	GAA glycogen	GAA spleen mod	Tau fluor counter	ALDH1A1 inh	GAA inhib	GLA spleen mod
COc1ccccc1NC(=S)N(Cc1cccs1)C1CCCC1	0.1%	-40%	-2%	-4%	-22%	-5%	-3%	-12%
CC(CCOC1=NS(=O)(=O)c2ccccc21)NC(=O)C(=O)Nc1ccccc1 (stereo unspecified)	1.1%	-6%	8%	-2%	-6%	.	.	-4%
Cc1nn(-c2ncc(C(F)(F)F)cc2Cl)c(=O)n1-c1cccc(Cl)c1	-0.7%	-12%[46.1 µM]	4%	0%	0%	4%	3%	-2%
O=S(=O)(NCc1ccc(Cl)cc1Cl)c1ccc(N2CCOCC2)nc1	1.4%	-34%	8%	2%	-17%	27%	-12%	6%
CCc1ccc(C2CC(c3ccccc3C)n3nc(N)nc3N2)cc1 (stereo unspecified)	0.0%	-3%	-8%	2%	-5%	13%	6%	-1%
CCOC(=O)C1CCCN(CC(O)COCc2ccc3c(c2)OCO3)C1 (stereo unspecified)	-1.3%	10%	3%	-2%	2%	-4%	6%	-4%
Cc1ccc(Nc2nc(CSc3nnc(-c4ccncc4)n3-c3ccccc3C)cs2)cc1	-1.1%	14%	?	-6%	?	3%	-2%	-21%
NC(=S)N/N=C/c1ccc(-c2ccc([N+](=O)[O-])cc2)o1	20%	-21%	-4%	2%	?	0.89µM*	-9%	8%
CCN(CC)CCCOc1nc(C)nc2c1oc1ccccc12	-0.7%	-15%[46.1 µM]	6%	-5%	-7%	13%	-4%	-4%
Cc1cccc(C(=O)NNC(=O)CCn2nnc3ccccc32)c1	4.8%	23%	-2%	-2%	2%	3%	-23%	-3%

Ordered by heavy-atom count (lowest first): some entries from above
SMILES	Epigenetic derep	NPSR antag	GAA glycogen	GAA spleen mod	Tau fluor counter	ALDH1A1 inh	GAA inhib	GLA spleen mod
COc1c(Br)cc(Br)cc1/C=C1/C(=O)N=C(N)N1C	-0.1%	8%	-1%	2%	-7%	11%	-2%	-7%
O=[N+]([O-])c1ccc(C(O)C23CN4CN(CN(C4)C2)C3)cc1 (stereo unspecified)	-1.2%	11%	4%	.	5%	11%	-10%	0%
CCOC(=O)C(NC(=O)OC(C)C)(Nc1nccs1)C(F)(F)F (stereo unspecified)	-1.1%	0%[46.1 µM]	3%	0%	4%	16%	2%	?
O=C(C1CCC(Cn2c(=S)[nH]c3ccccc3c2=O)CC1)N1CCN(c2ccccn2)CC1 (stereo unspecified)	11%	-3%	-14%	5%	?	?	-2%	6%
